M1 PAM = human M1 muscarinic receptor positive allosteric modulators, primary screen, CHO-K1 cells, Fluo-8 calcium fluorescence, 1536-well; Muscarinic acetylcholine receptor M1 (Homo sapiens), P11229; activation, % at 3 µM; CHO-K1 hM1, ACh EC20; 0% = ACh EC20, 100% = maximal ACh; hit rate 0.088% among 360,000; in the data active = activation above about 19%, passing the limit was not always enough
Target sequence (P11229 whole entry, looked up): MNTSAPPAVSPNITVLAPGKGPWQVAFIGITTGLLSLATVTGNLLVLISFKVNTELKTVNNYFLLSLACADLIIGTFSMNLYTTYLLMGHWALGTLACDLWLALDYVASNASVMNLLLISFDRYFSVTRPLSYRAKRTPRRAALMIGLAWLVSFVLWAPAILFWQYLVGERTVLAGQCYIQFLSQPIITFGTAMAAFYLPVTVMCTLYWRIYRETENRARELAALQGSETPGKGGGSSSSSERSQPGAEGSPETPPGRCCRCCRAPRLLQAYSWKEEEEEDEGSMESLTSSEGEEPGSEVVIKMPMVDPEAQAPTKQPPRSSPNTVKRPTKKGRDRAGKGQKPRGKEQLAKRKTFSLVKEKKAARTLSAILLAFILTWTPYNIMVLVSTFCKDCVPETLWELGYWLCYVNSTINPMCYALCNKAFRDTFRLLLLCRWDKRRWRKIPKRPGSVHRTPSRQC
CHRM1 agonist = human M1 muscarinic receptor agonists, primary screen, Fluo-8 calcium fluorescence, CHO-K1 cells, HTS; Muscarinic acetylcholine receptor M1 (Homo sapiens), P11229; CHO-K1 hM1, agonist mode; 0% DMSO, 100% acetylcholine EC100; activation, % at 3 µM; hit rate 0.33% among 360,000; AID 588814, 2011;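 active = activation above the run's mean compound activation plus 3 SD, cut at about 16% in these data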;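 also: peak over basal fluorescence ratio within a 140 s kinetic read after compound addition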
M1 ag parental = counter-screen for M1 agonists: effect in parental CHO-K1 cells; AID 602248, 2012; activation, % at 3 µM; hit rate 0.48% among 360,000; Fluo-8 calcium fluorescence; scaled to maximal ATP response, vehicle zero; in the data active = activation above about 15%;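 also: untransfected CHO-K1 host cells lacking M1 receptor as counterscreen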
M4 antag = human M4 muscarinic receptor antagonists, primary screen, CHO cells, Fluo-8 calcium fluorescence. CHO-hM4 cells, ACh EC80. inhibition, % at 3 µM. hit rate 0.73% among 360,000. AID 624125, 2012;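 active = inhibition above its plate's cutoff, the mean inhibition of sample wells plus 3 SD, cut at about 27% in these data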;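 also: 0% = acetylcholine EC80 with DMSO and 100% = DMSO without agonist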
Target sequence (P08173 whole entry, looked up): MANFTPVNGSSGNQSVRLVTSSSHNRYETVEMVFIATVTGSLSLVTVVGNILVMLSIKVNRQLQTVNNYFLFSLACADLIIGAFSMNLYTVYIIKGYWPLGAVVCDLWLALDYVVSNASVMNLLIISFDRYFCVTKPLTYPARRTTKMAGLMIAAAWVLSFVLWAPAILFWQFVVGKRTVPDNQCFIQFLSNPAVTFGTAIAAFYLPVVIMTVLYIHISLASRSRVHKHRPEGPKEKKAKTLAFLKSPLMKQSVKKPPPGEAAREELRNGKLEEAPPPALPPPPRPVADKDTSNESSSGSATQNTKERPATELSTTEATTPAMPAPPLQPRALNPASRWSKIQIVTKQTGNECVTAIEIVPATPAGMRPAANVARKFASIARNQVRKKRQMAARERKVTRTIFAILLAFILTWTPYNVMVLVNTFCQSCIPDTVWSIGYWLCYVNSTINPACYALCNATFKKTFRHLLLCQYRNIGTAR
CHRM4 agonist = human M4 muscarinic receptor agonists, primary screen, CHO-K1 cells, Fluo-8 calcium fluorescence. Muscarinic acetylcholine receptor M4 (Homo sapiens), P08173. CHO-K1 hM4/Gqi5; vehicle 0%, full acetylcholine response 100%. activation, % at 3 µM. hit rate 0.14% among 360,000;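 active = activation above the run mean over all test wells plus 3 SD, cut at about 32% in these data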;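 also: peak over basal fluorescence ratio per well then scaled between controls; 0% = DMSO wells and 100% = acetylcholine at EC100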
CHO-K1 Ca antag = counter-screen for M1 antagonists: effect in parental CHO-K1 cells | ATP-induced calcium, Fluo-8 fluorescence | inhibition, % at 3 µM | hit rate 0.6% among 360,000;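 active = inhibition above a per-plate cutoff, the plate's mean sample inhibition plus 3 SD, cut at about 24% in these data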;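 also: 0% = DMSO plus EC80 ATP and 100% = DMSO alone without ATP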
CHO parental Ca = ATP-evoked calcium signal inhibitors, parental CHO, primary screen, counter-screen for OX1R antagonist project, cell-based, fluorescence, Fluo-8 calcium dye; parental CHO-K1, ATP-induced calcium, Fluo-8 fluorescence; inhibition, % at 5.6 µM; hit rate 0.63% among 330,000; AID 463079, 2010;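 active = inhibition above that plate's mean sample inhibition plus 3 SD, cut at about 26% in these data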;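 also: 0% = ATP-challenged DMSO wells and 100% = DMSO wells without ATP; some compounds past the cut are filed as inactive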
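Assay system – parental CHO cells · Reagent – ATP stimulus · Detection – intracellular calcium via Fluo-8 no-wash fluorescent dye · Evaluation – percent inhibition of ATP-evoked calcium rise, normalized to controls · Controls – ATP wells versus no-ATP DMSO wells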
M1 antag = human M1 muscarinic receptor antagonists, primary screen, CHO-K1 cells, Fluo-8 calcium fluorescence, 1536-well; CHO-K1 hM1, ACh EC80 antagonist; Muscarinic acetylcholine receptor M1 (Homo sapiens), P11229; hit rate 1.3% among 360,000; inhibition, % at 3 µM;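 active = percent inhibition above its own plate's cutoff, namely the mean of that plate's compound wells plus 3 SD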;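 also: peak over basal fluorescence ratio during 140 s after agonist addition; 0% = ACh EC80 plus DMSO and 100% = DMSO alone without agonist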
OXTR potentiate = human OXTR potentiators, primary screen, fluorescence, CHO-OTR cells, Fluo-8 calcium | activation, % at 3 µM | Oxytocin receptor (Homo sapiens), P30559 | AID 2445, 2010 | hit rate 0.061% among 320,000 | Fluo-8 calcium fluorescence, potentiator mode; 0% = oxytocin EC15, 100% = EC100;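 active = activation above that plate's cutoff, the mean activation of tested compounds plus 3 SD, cut at about 6.6% in these data, passing the limit was not always enough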;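 also: 100% uses oxytocin at 75 nM as the full agonist control; some results filed as inactive read as strong as hits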
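Dosing: Single dose, 3.0 µM nominal final compound concentration | Material: Human OTR in CHO cells | Technique: Kinetic Fluo-8 calcium fluorescence | Benchmarks: EC15 oxytocin alone as 0%, 75 nM oxytocin as 100% | Probe or stimulus: Oxytocin at about EC15, sub-maximal agonist stimulus | Incubation: Compound 6 min at room temperature before oxytocin, 100 s read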
Starred values were filed as active, the others as inactive; . = not tested or not shown.

smiles	M1 PAM	CHRM1 agonist	M1 ag parental	M4 antag	CHRM4 agonist	CHO-K1 Ca antag	CHO parental Ca	M1 antag	OXTR potentiate
O=[N+]([O-])c1cc(S(=O)(=O)N2CCCC2)ccc1NCCc1ccccc1	-1	-7	0.1	-8	2	-13	-9	-2	-3
CC1Cc2nc(SCC(=O)NC3CCCCC3)n(C)c(=O)c2S1 (stereo unspecified)	0	-4	-0.4	-12	0	-14	-10	-11	-4
COc1ccc(CNC(=O)CCCn2nc(C)c3c(C)n(-c4ccc(C)cc4)nc3c2=O)cc1OC	-6	-14	0.9	-1	5	-26	-5	2	0
O=S(=O)(c1ccc(Cl)cc1)N1CCC(N2CCOCC2)CC1	2	-5	0.2	5	0	-9	-12	4	-20
CSCCC(=O)N1CCC(n2nccc2NC(=O)CCc2ccccc2)CC1	-1	-4	0.7	7	-1	2	.	6	.
CCOc1c(OC(C)=O)ccc(/C=C2\N=C(SCC)SC2=O)c1[N+](=O)[O-]	2	0	0.1	3	0	-5	-4	-6	1
Cc1ccc(-c2noc(CCCC(=O)N3CCOCC3)n2)cc1	7	-4	4.3	6	2	-2	-4	-6	-4
O=C(COC(=O)C1=COCCO1)Nc1ccc([N+](=O)[O-])cc1C(F)(F)F	1	-1	-0.5	-3	0	-16	-17	-5	7
COc1ccc(Cl)cc1NC(=S)N1CCN(C(=O)C2CCCO2)CC1 (stereo unspecified)	0	-6	-0.2	-3	1	-12	5	4	-9
CC/C(=N\NC(=O)c1ccc(-c2ccccc2)cc1)C12CC3CC(CC(C3)C1)C2	-4	-3	-0.1	4	2	-1	-13	7	-8
Nc1cc(Cl)cc2c1-c1ccc(Cl)cc1C2	-4	-6	0.3	-1	0	-6	.	-2	.
COC(=O)c1ccccc1SC1CC(=O)N(c2ccccc2)C1=O (stereo unspecified)	14	-7	2.0	-1	2	-8	-9	-5	3
O=c1oc(Nc2cccc(F)c2)nc2ccccc12	1	-3	0.2	-1	0	-8	4	-3	-10
CCOC(=O)c1ccc(NS(=O)(=O)c2ccc3c(c2)oc(=O)n3C)cc1	3	2	1.9	-1	6	-1	3	-13	-16
COCCN=c1scc(-c2cc(OC)c(OC)c(OC)c2)n1/N=C/c1c(C)[nH]c2ccccc12	1	-5	2.8	-2	6	-5	-26	5	-11
CCOC(=O)C1(CCOc2ccccc2)CCN(Cc2cccc3nonc23)CC1	-4	-14	1.7	1	2	-14	-15	-4	-6
CC1CCc2sc(C(=O)NNC(=S)NC3CC3)cc2C1 (stereo unspecified)	-7	-4	-0.2	6	1	2	-18	2	-12
COc1ccc(OC)c(NC(=O)C2CCN(Cc3cnn(-c4ccccc4)c3-n3cccc3)CC2)c1	-3	-3	1.3	-7	2	-6	-18	-5	-5
CCCn1c(N)c(C(=O)CSc2nncs2)c(=O)[nH]c1=O	-2	-2	0.7	0	1	-8	5	6	-6
O=C(CN1C(=O)CC(c2ccccc2)=Nc2ccccc21)NCc1ccco1	5	-2	4.7	1	2	1	-1	-12	-9
COc1ccc(C(=O)CSc2nnc(Cn3cnc4ccccc43)o2)cc1	-10	-1	8.3	9	12	4	38*	32*	-23
CS(=O)(=O)N1CCCC(C(=O)NCc2ccco2)C1 (stereo unspecified)	0	-4	0.2	9	0	-12	3	-1	-6
COc1ccc(-c2cnnn2-c2ccc(N)cc2)cc1OC	4	-1	0.2	-8	1	-26	-8	-8	-3
CCN(c1ccc(C)c(C)c1)S(=O)(=O)c1ccc2c(c1)CCN2C(=O)CCC(=O)O	3	-5	2.3	-3	-1	-5	-8	8	-3
COc1ccccc1C(=O)NCC(=O)Nc1ccc2c(c1)OCO2	11	-2	-0.3	-11	1	6	.	-14	.

Compound profiles, as listed above.
Results for COc1ccc(-c2cnnn2-c2ccc(N)cc2)cc1OC = M1 PAM = 4; CHRM1 agonist = -1; M1 ag parental = 0.2; M4 antag = -8; CHRM4 agonist = 1; CHO-K1 Ca antag = -26; CHO parental Ca = -8; M1 antag = -8; OXTR potentiate = -3
Results for Nc1cc(Cl)cc2c1-c1ccc(Cl)cc1C2 = M1 PAM = -4; CHRM1 agonist = -6; M1 ag parental = 0.3; M4 antag = -1; CHRM4 agonist = 0; CHO-K1 Ca antag = -6; CHO parental Ca = .; M1 antag = -2; OXTR potentiate = .

Following part
smiles	M1 PAM	CHRM1 agonist	M1 ag parental	M4 antag	CHRM4 agonist	CHO-K1 Ca antag	CHO parental Ca	M1 antag	OXTR potentiate
O=C(COc1ccc2ccc(=O)oc2c1)NCC(O)c1ccccc1 (stereo unspecified)	10	-2	2.5	-9	1	-10	-15	-7	4
O=C(O)COc1ccc(C(NC(=O)c2c(F)cccc2F)NC(=O)c2c(F)cccc2F)cc1	4	-4	-0.1	9	1	-4	-5	-6	-5
CC(C)Oc1ccc(CNC(=O)c2cc(S(=O)(=O)N3CCOCC3)cn2C)cc1	6	0	0.7	8	1	-6	-2	-15	-3
COc1ccc(Br)cc1CN(C)CC(=O)Nc1cccc(S(N)(=O)=O)c1	-9	-6	3.6	4	11	3	-4	9	-13
O=C(Cc1c(O)c2ccccc2[nH]c1=O)NC1CCCCCCC1	7	-4	0.0	13	1	-9	0	-7	2
O=C(COC(=O)/C=C/c1ccccc1Cl)Nc1cccnc1Cl	0	0	1.5	3	3	-11	-14	2	-4
COc1ccc(CN2CSC(=S)N(Cc3ccccc3)C2)cc1	14	0	2.2	7	0	-10	-4	2	-4
Cn1c(C(=O)N[C@@H](C(=O)O)c2ccccc2)cc2cc(F)ccc21	-6	-4	0.2	0	1	-13	6	14	-9
CCOc1ccccc1NC(=O)CSc1cn[nH]n1	4	-3	-0.1	11	1	-2	-1	-1	-9
CCn1cc(CNC(=O)C2CCC(=O)N(C3CCCCCC3)C2)cn1 (stereo unspecified)	8	-2	0.3	7	0	-8	-7	-5	-8
Cc1ccc(S(=O)(=O)N2C[C@H]3C(=O)C[C@@H](c4cccc5ccccc45)N(S(=O)(=O)c4ccc(C)cc4)[C@H]3C[C@H]2c2ccc(Cl)cc2)cc1	11	2	0.1	-16	0	-3	.	-7	.
CCCN(CCC)C(=O)C[n+]1cccc(/C=N/O)c1	-1	-8	0.2	8	1	-4	-1	1	-3
O=C(CSc1ccccc1)NC1CC1	3	-2	0.4	1	1	-14	.	-8	.
CCn1nccc1C(=O)Nc1cc(Cl)ccc1Cl	9	-5	1.7	-4	-3	-8	-16	-20	-8
COc1ccc(Cl)cc1NS(=O)(=O)c1cccc(C(=O)NCC(C)(C)N2CCOCC2)c1	7	-2	0.6	1	2	-9	-19	-8	-4
Cc1nc2ccccc2n1/N=C/c1cccnc1	14	-6	0.6	9	0	-7	-1	-10	2
CC(C)n1c(CN2CCN(Cc3ccccc3)CC2)nc2ccccc21	-11	-6	1.9	20	3	-11	-32	11	-12
CCCC(=O)Nc1nc2nc(-c3ccccc3)cc(=O)n2[nH]1	8	-1	0.1	-4	0	1	0	-13	-5
COc1ccc(NS(=O)(=O)c2ccc(NC(=O)c3ccc(CN4CCOCC4)cc3)cc2)cc1	-11	-2	7.6	-4	10	-2	6	9	-28
C=CCNC(=O)COC(=O)c1oc2ccccc2c1CSC1CCCCC1	1	-4	1.3	-7	-1	-20	-25	0	-7
CCCCCn1c(=O)[nH]c2cc(C(=O)NCCCN3CCCCC3)ccc2c1=O	-2	-3	0.6	3	1	-9	-10	0	-7
COCCNc1ncnc2c1ncn2[C@H]1CN(Cc2ccc(-c3ccccc3)cc2)C[C@@H](CO)O1	-7	4	13	5	16	5	.	10	.
Cc1ccc(NC(=O)C2CCCN(c3ncccn3)C2)cc1C (stereo unspecified)	6	-7	0.6	-5	3	-3	-14	-8	-1
CC(=O)Nc1nc2c(C)cc(NC(=O)C3CCCCC3)cc2s1	5	-3	1.5	-22	1	-18	8	-13	-10

Quoted from the listing, eight compounds:
smiles	M1 PAM	CHRM1 agonist	M1 ag parental	M4 antag	CHRM4 agonist	CHO-K1 Ca antag	CHO parental Ca	M1 antag	OXTR potentiate
O=C(COC(=O)/C=C/c1ccccc1Cl)Nc1cccnc1Cl	0	0	1.5	3	3	-11	-14	2	-4
COc1ccc(CN2CSC(=S)N(Cc3ccccc3)C2)cc1	14	0	2.2	7	0	-10	-4	2	-4
Cn1c(C(=O)N[C@@H](C(=O)O)c2ccccc2)cc2cc(F)ccc21	-6	-4	0.2	0	1	-13	6	14	-9
CCOc1ccccc1NC(=O)CSc1cn[nH]n1	4	-3	-0.1	11	1	-2	-1	-1	-9
CCn1cc(CNC(=O)C2CCC(=O)N(C3CCCCCC3)C2)cn1 (stereo unspecified)	8	-2	0.3	7	0	-8	-7	-5	-8
Cc1ccc(S(=O)(=O)N2C[C@H]3C(=O)C[C@@H](c4cccc5ccccc45)N(S(=O)(=O)c4ccc(C)cc4)[C@H]3C[C@H]2c2ccc(Cl)cc2)cc1	11	2	0.1	-16	0	-3	.	-7	.
CCCN(CCC)C(=O)C[n+]1cccc(/C=N/O)c1	-1	-8	0.2	8	1	-4	-1	1	-3
O=C(CSc1ccccc1)NC1CC1	3	-2	0.4	1	1	-14	.	-8	.

Screens: PubChem BioAssay, The Scripps Research Institute Molecular Screening Center
